# FBW7 activator – FBW7 E3 ligase activators, primary screen, biochemical, AlphaScreen, human. F-box/WD repeat-containing protein 7 (Homo sapiens), Q969H0. AlphaScreen FBW7–phospho-cyclin E peptide binding, activator screen. normalized activity (activation), % at 26.1 µM. 0.13% of 650,000 active. AID 1259310, 2017; in the data active = normalized activity above about 1.9%;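 also: purified mutant Fbw7 with reduced substrate affinity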
# TEAD-YAP inh – TEAD-YAP interaction inhibition, primary screen, TEAD-YAP interaction inhibitor project, luminescence, HEK-TIYL cells | 1.4% of 640,000 active | inhibition, % at 9.12 µM | TEAD-Gal4/YAP UAS-luciferase luminescence; in the data active = inhibition above about 32%;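 also: 0% = median of test compound wells and 100% = reference inhibitor wells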
# MITF inh – MITF inhibitors, primary screen, biochemical, AlphaScreen, human; AlphaScreen MITF homodimerization, bead proximity signal; AID 1259374, 2018; inhibition, % at 2.6 µM; 0.91% of 650,000 active; Microphthalmia-associated transcription factor (Homo sapiens), O75030; in the data active = inhibition above about 50%;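 also: 0% = vehicle wells with protein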
# Target sequence (O75030 whole entry, looked up): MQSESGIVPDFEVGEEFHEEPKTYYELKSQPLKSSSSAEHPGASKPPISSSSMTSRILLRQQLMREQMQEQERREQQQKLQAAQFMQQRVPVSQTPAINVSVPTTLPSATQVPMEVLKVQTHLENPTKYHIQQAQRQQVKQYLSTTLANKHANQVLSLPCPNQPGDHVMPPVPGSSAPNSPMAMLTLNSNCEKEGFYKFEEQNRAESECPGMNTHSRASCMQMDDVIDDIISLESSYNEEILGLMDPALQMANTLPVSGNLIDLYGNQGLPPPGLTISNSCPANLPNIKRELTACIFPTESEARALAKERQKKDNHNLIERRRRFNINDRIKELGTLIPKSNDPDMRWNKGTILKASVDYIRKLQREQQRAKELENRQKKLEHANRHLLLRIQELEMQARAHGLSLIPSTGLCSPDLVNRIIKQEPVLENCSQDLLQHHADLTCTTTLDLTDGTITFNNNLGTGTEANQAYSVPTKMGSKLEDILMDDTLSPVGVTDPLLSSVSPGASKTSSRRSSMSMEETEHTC
# GPR151 ag – activators of human GPR151, primary screen, cell-based, PathHunter beta-arrestin, luminescence; G-protein coupled receptor 151 (Homo sapiens), Q8TDV0; 1% of 650,000 active; activation, % at 11.2 µM; PathHunter beta-arrestin GPR151 cells; in the data active = activation above about 4.9%;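 also: 0% = median of compound wells and 100% = cells with positive control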
# Target sequence (Q8TDV0 whole entry, looked up): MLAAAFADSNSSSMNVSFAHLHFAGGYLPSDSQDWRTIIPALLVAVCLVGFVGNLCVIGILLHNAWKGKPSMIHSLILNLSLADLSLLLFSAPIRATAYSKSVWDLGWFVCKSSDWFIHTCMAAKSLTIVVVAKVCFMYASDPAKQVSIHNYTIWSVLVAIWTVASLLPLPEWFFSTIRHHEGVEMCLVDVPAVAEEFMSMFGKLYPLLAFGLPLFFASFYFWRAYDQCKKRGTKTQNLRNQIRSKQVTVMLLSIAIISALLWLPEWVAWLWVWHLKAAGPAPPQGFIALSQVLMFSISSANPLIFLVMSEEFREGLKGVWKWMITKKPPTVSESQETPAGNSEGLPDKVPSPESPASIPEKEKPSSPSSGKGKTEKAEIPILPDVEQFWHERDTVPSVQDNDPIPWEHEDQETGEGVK
# Active calls of the source: *; & = joins results of further samples. Rows were taken by chance. Share with any hit: about 3.4%.
# Every second line gives: FBW7 activator	TEAD-YAP inh	MITF inh	GPR151 ag
CN1CCN(C2OC(=O)c3ccccc32)CC1 (stereo not given)
 : 0.0	4	-8	1.8
O=C(Cn1ncc2c(=O)oc3ccccc3c21)Nc1ccc2c(c1)OCCO2
 : 0.0	-5	2	0.4
FC(F)(F)c1ccc(Cn2cnc3c(NC4CCN(Cc5ccccc5)CC4)nc(-c4csc5ccccc45)nc32)cc1
 : -0.1	8	-3	7.0*
CC1(C)CC(=O)C2=C(C1)N(c1ccccc1C(F)(F)F)C(N)=C(C#N)C2c1ccc2c(c1)OCO2 (stereo not given)
 : 0.5	-1	13	0.2
O=C(NCc1ccco1)C1CCN(Cc2cnn(-c3ccccc3)c2-n2cccc2)CC1
 : -0.2	7	7	0.3
Cc1cccc(Oc2coc3cc(OCc4ccc(F)cc4)ccc3c2=O)c1
 : 0.0	-2	5	0.5
CCCn1c(=O)c(C(=O)Nc2ccc(C)cc2Br)c(O)c2ccccc21
 : 0.2	2	6	-0.4
O=C(CCCOc1ccc(Cl)cc1Cl)NCc1cccnc1
 : 0.1	-1	2	-0.1
O=C1CC(c2nnc(-c3cccc(Cl)c3)o2)CN1c1ccccc1 (stereo not given)
 : 0.0	-5	4	-0.1
NS(=O)(=O)c1ccc(Cl)c(C(=O)Nc2cccc([N+](=O)[O-])c2)c1
 : -0.2	-2	-3	-1.0
COc1ccc(-c2nn(-c3ccccc3)cc2C(=O)N2CCOCC2)cc1[N+](=O)[O-]
 : -0.1	-22	1	1.5
Cc1cc(C)n2nc(C(=O)Nc3ccc(Br)c(C)c3)nc2n1
 : 0.6	-48	51*	-1.8
COc1ccc(C)c2sc(N3CCOCC3)nc12
 : 0.1	2	8	-0.5
Cc1ccc(C)c(NC(=O)c2cc(S(=O)(=O)NCCc3ccc(Cl)cc3)ccc2F)c1
 : -0.1	9	15	-0.1
COc1ccc(S(=O)(=O)N2CCCC2=O)cc1N(C)S(C)(=O)=O
 : 0.1	-2	17	-3.2
COc1cc(C(=O)OCCN2CCOCC2)cc(OC)c1OC
 : 0.3	6	13	-0.7
O=C1N[C@@H](Cc2ccc(O)cc2)C(=O)N2C[C@@H](NCc3ccc(Cl)cc3)C[C@@H]12
 : -0.1	-1	-10	0.8
COc1ccc(-c2nc3c(=O)n(C)c(=O)[nH]c3n2CCc2ccccc2)cc1
 : -0.1	-1	-6	0.3
CS(=O)(=O)N(CC(=O)NCCSCc1cccc(Cl)c1)c1ccc(F)cc1
 : 0.1	5	14	0.3
COc1ccccc1C(=O)On1c(C)nc2ccccc2c1=O
 : -0.1	-2	14	-0.4
O=C(CN1CCCCCC1)Nc1c2c(nc3c1CCC3)CCCC2
 : 0.0	-4	58*	0.7
O=C(Cc1cccc2ccccc12)N/N=C/c1ccc(Br)o1
 : 0.0	12	2	1.2
COc1ccccc1NC(=O)CSc1nnc2[nH]c(=O)c(C(C)(C)C)nn12
 : 0.1	4	0	1.5
Cc1ccccc1-n1c(=O)c2c3c(sc2n2c(SCC(N)=O)nnc12)CCCC3
 : 0.2	8	2	-0.8
O=C(c1cc(C(=O)N2CCOCC2)c2nc3ccccc3n2c1)c1ccccc1O
 : -0.1	-3	-11	-1.4
Cc1c(Cc2ccccc2)c(N2CCC(C)CC2)n2c(nc3ccccc32)c1C#N
 : -0.1	5	13	0.4
O=S(=O)(c1cccc(Cl)c1)N1CCC(c2ccccc2)C1 (stereo not given)
 : 0.7	-1	2	-0.9
Cc1ccsc1-c1nc(CSCC(=O)NCc2cccnc2)c(C)o1
 : -0.3	6	-8	-0.2
CCOC(=O)N1CCC(N2CCC3(CC2)CC3C(=O)NCc2cccc(C)n2)CC1 (stereo not given)
 : -0.1	0	2	0.8
COc1ccc(CCNC(=O)Cc2noc3ccccc23)c(OC)c1
 : -0.1	8	2	-2.1
CC1CCCCN1CCNC(=O)c1ccc2c(c1)NC(=O)CS2 (stereo not given)
 : 0.8	3	12	-1.1
CCOc1cc(C2Nc3ccccc3-c3nnc(SC)nc3O2)cc(Cl)c1OCC (stereo not given)
 : 0.1	1	-3	0.2
CCCCCc1ccc(-c2ccc(C3CCC(CC)CC3)cc2)nc1 (stereo not given)
 : -0.1	-4	4	-0.9
Cc1nn(C(=O)c2cccs2)c(C)c1Sc1ccc(Cl)cc1
 : -0.1	-2	7	-0.7
COc1cccc(/C=C2\N=C(c3ccccc3F)OC2=O)c1
 : 0.1	-9	-6	-0.4
O=C(CSc1nnc(-c2ccccc2)c(-c2ccccc2)n1)N1CCCCC1
 : 0.2	2	19	-1.6
COc1cc(C(C)=O)ccc1Oc1ncnc2c1cnn2-c1ccc(Cl)cc1
 : 0.1	15	14	-0.5
Cc1oc2ccc(NS(=O)(=O)c3cccc([N+](=O)[O-])c3)cc2c1C(=O)OC(C)C
 : -0.3	2	7	-0.5
CC1=C(C(=O)OC2CCCC(C)C2)C(c2ccccc2OCc2ccccc2)NC(=O)N1 (stereo not given)
 : -0.1	-1	-8	1.2
COc1ccc(Nc2nnc(-c3cc4cc([N+](=O)[O-])ccc4oc3=O)s2)cc1
 : 0.1	-1	14	-0.1
O=C(Cn1cnc2sc3c(c2c1=O)CCCC3)NCC(=O)Nc1ccc(Cl)cn1
 : 0.1	2	8	0.0
CCC(C)(C)C1CCc2oc3c(cc(NS(=O)(=O)c4ccc(C)cc4)c4ccccc43)c2C1 (stereo not given)
 : 0.2	-40	-227	1.0
NC(=O)C12CC3CC(CC(C3)C1)C2
 : -0.2	3	10	-0.1
CC(C)(C)c1ccc(S(=O)(=O)N2CCN(C(c3ccccc3)c3ccccc3)CC2)cc1
 : -0.1	13	6	0.5
O=C(CN1CCC(NC(=O)NC2CCCCC2)CC1)Nc1cccc([N+](=O)[O-])c1
 : 0.6	18	16	0.7
COc1cccc(CC(C2CCN(C(=O)c3cnccn3)CC2)N(C)Cc2ccccn2)c1 (stereo not given)
 : -0.5	10	16	-1.6
Cc1oc(C(=O)N2CCCC2)cc1S(=O)(=O)NC1CC1
 : -0.1	-4	-4	-2.2
Cn1c(=O)[nH]c(=O)c2c1nc1n(CCCCO)c(-c3ccccc3)cn21
 : -0.2	5	10	0.9
O=C(CN1C(=O)C2CCCCN2C(=O)c2ccccc21)Nc1ccc(F)cc1 (stereo not given)
 : -0.1	8	16	3.8
Cc1cccc(C)c1N(CC(=O)Nc1ccc2c(c1)OCO2)S(C)(=O)=O
 : 0.0	-8	11	-1.1
CC(=O)Nc1ccc(C(=O)OCC(=O)NC(=O)NC(C)(C)C)cc1
 : 0.1	3	8	0.6
O=C1CN(C(=O)Cn2nnc3sc4c(c3c2=O)CCCC4)c2ccccc2N1
 : 0.1	7	3	0.9
COc1ccc(NS(=O)(=O)c2cccc(C#N)c2)cc1S(N)(=O)=O
 : 0.1	4	9	0.0
CN(C)S(=O)(=O)N(CC(=O)Nc1cccc(Br)c1)c1ccccc1
 : -0.1	10	5	2.4
COc1ccc(-c2cc(C(N)=O)c3ccccc3n2)cc1
 : -0.1	-10	-2	1.3
O=[N+]([O-])c1cccc(-c2nnc(SCc3ccccc3)n2Cc2ccccc2)c1
 : 0.0	-5	10	1.1
CCN(CC)c1ccc(NC(=O)CSc2nnc(C)c(=O)[nH]2)cc1
 : -0.1	3	4	0.7
O=C(NC1CCN(Cc2ccccc2)CC1)c1ccc2nc3ccc(Cl)cc3c(=O)n2c1
 : 0.8	3	11	0.0
Nc1cc(Nc2ccc(-n3ccnc3)cc2)ncn1
 : 0.0	2	2	1.9
O=C(NCCc1ccccc1)C(=S)NC1CCCC1
 : 0.1	-73	1	-0.7

# By substructure: the entries above containing a CF3 group
# Every second line gives: FBW7 activator	TEAD-YAP inh	MITF inh	GPR151 ag
FC(F)(F)c1ccc(Cn2cnc3c(NC4CCN(Cc5ccccc5)CC4)nc(-c4csc5ccccc45)nc32)cc1
 : -0.1	8	-3	7.0*
CC1(C)CC(=O)C2=C(C1)N(c1ccccc1C(F)(F)F)C(N)=C(C#N)C2c1ccc2c(c1)OCO2 (stereo not given)
 : 0.5	-1	13	0.2

# An excerpt of these results, field by field.
COc1ccc(NS(=O)(=O)c2cccc(C#N)c2)cc1S(N)(=O)=O
  FBW7 activator: 0.1; TEAD-YAP inh: 4; MITF inh: 9; GPR151 ag: 0.0

CN(C)S(=O)(=O)N(CC(=O)Nc1cccc(Br)c1)c1ccccc1
  FBW7 activator: -0.1; TEAD-YAP inh: 10; MITF inh: 5; GPR151 ag: 2.4

COc1ccc(-c2cc(C(N)=O)c3ccccc3n2)cc1
  FBW7 activator: -0.1; TEAD-YAP inh: -10; MITF inh: -2; GPR151 ag: 1.3

# Next part
# Every second line gives: FBW7 activator	TEAD-YAP inh	MITF inh	GPR151 ag
CC(=O)n1c(=O)n(C)c2ccc([N+](=O)[O-])cc21
 : -0.1	-9	-10	0.5
CC(C)C(NS(=O)(=O)c1cccc2nsnc12)C(=O)NCc1ccco1 (stereo not given)
 : 0.9	4	23	-1.1
Cc1ccc(/C=C/S(=O)(=O)NCC(=O)OCC(=O)N2CC(=O)Nc3ccccc32)cc1
 : 0.1	7	0	2.7
COc1cc(/C=N/NC(=O)CNC(=O)c2cccs2)ccc1O
 : 0.1	10	20	-1.3
COc1ccccc1-n1c(CNC(=O)c2cccs2)nnc1SCC(=O)Nc1cccc(C)c1
 : 0.2	6	13	-0.8
O=C1CC(C(=O)N2CCC(N3CCC(C(=O)NC4CC4)CC3)CC2)c2ccccc21 (stereo not given)
 : 0.1	2	3	1.4
CCC1(c2ccccc2)NC(=O)N(C)C1=O (stereo not given)
 : -0.1&-0.1	3	-1&-4	2.4&0.8
CCOc1ccccc1CNC1CC(C)(C)NC(C)(C)C1
 : -0.1	-2	-1	0.2
OC(CNc1nc(-c2cccnc2)nc2ccccc12)c1ccccc1 (stereo not given)
 : 0.0	19	9	-0.3
O=C1CCCN1CCn1cnc2c(NCc3nc4ccccc4[nH]3)nc(N3CCc4ccccc4C3)nc21
 : -0.1	-5	7	-1.3
COc1cccc(OC)c1-c1nnc(-c2cn(C)c3ccccc23)o1
 : -0.2	1	5	-0.9
CCc1nn(C(C)C(=O)N2CC(C)CC(C)C2)c(=O)c2cc3occc3n12 (stereo not given)
 : 1.5	3	13	0.4
Cc1nn(C(C)C(=O)N2CCCc3ccccc32)c(C)c1[N+](=O)[O-] (stereo not given)
 : -0.1	-3	0	-0.4
CCCCOC(=O)c1cccc(NC(=O)COc2cc(C)cc(C)c2)c1
 : 0.0	8	4	0.2
CCN(CC)S(=O)(=O)c1cccc(C(=O)NC2CCCCC2)c1
 : -0.1	-5	6	-0.1
COc1cccc2sc(N(CC3CCCO3)C(=O)c3cc(C)on3)nc12 (stereo not given)
 : 0.9	-11	7	0.9
COCCCNS(=O)(=O)c1cc2c3c(c1)CC(=O)N3CCC2
 : -0.2	4	0	0.9
Cc1cccc(NC2=CS(=O)(=O)CC2)c1
 : -0.1	2	-3	-0.1
Cc1noc(C)c1CSCC(=O)OCC(=O)N1CC(=O)Nc2ccccc21
 : 1.0	10	7	-0.6
CN(C)CCCNC(=O)/C(=C\c1ccco1)NC(=O)c1ccccc1
 : 0.3	-1	1	0.2
CCN1C(=O)/C(=C/c2ccc(OC)c(Cl)c2)N(C)C1=S
 : -0.1	-22	-12	0.0
O=C(CN(C(=O)c1csnn1)c1cccc(F)c1)NC1CCCC1
 : -0.1	-2	-7	-1.2
CCOC(=O)c1c(NC(=O)C(OC(C)=O)c2ccccc2)sc(C(=O)OC)c1C (stereo not given)
 : -0.2	4	3	1.4
CC(C)Cn1cc(C(=O)NCc2cccs2)c2c3ccccc3n(C)c2c1=O
 : 0.3	1	-6	-0.2
Cc1cccc(-c2nc(CCNC(=O)c3cccs3)cs2)c1
 : -0.2	16	14	-2.2
Cc1ccc2c(c1)NC(=O)C(CC(=O)NCc1ccc(F)cc1)O2 (stereo not given)
 : 0.2	6	7	0.6
Cc1ccc(NC2SC(=O)NC2=O)c(C)c1 (stereo not given)
 : 0.4	5	14	-0.7
O=C(COc1ccc(Cl)cc1)Nn1c(=S)[nH]c2ccccc2c1=O
 : 0.1	-4	10	-1.0
c1ccc(-n2nnnc2-n2nnc3ccccc32)cc1
 : -0.1	7	-6	1.3
COc1ccccc1N1C(=O)C(Cl)=C(Cl)C1=O
 : 0.0	-1	25	-1.5
CC1Oc2ccc(F)cc2N(Cc2ccc(F)cc2)C1=O (stereo not given)
 : -0.2	-1	7	0.2
COc1ccc(C2C(C(=O)N3CCN(Cc4ccc5c(c4)OCO5)CC3)c3ccccc3C(=O)N2C)cc1 (stereo not given)
 : 0.6	10	3	2.9
CCN(CC)S(=O)(=O)c1cccc(C(=O)OCc2cc(=O)oc3cc(C)ccc23)c1
 : 0.2	7	-7	-0.2
O=C(Cc1ccccc1)Nc1ccc(C(=O)OCC(=O)c2ccc([N+](=O)[O-])cc2)cc1
 : 0.2	4	3	-1.4
COc1ccc(-c2nnc(SC3CCOC3=O)o2)cc1 (stereo not given)
 : 0.1	18	-15	-3.2
O=C(Nc1ccc(-c2ccc3nnc(-c4ccncc4)n3n2)cc1)c1cccc(Cl)c1
 : 0.0	-5	2	-0.1
Cn1c(NC(=O)CC(c2ccccc2)c2ccccc2)cc(=O)n(C)c1=O
 : 0.1	12	1	0.3

# Compound activity deposited in PubChem by The Scripps Research Institute Molecular Screening Center.
